Screening results: PubChem, The Scripps Research Institute Molecular Screening Center
TCR CD3 inh – human TCR-CD3 binding inhibition; TAMRA-labeled TCR probe fluorescence, biochemical; inhibition, % at 9.4 µM; 360,000 compounds, 0.37% hits; AID 651800; in the data active = inhibition above about 19%;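 note: recombinant mutant TCR 2C K166C tagged with TAMRA read by polarization; 0% = receptor in buffer alone and 100% = receptor with positive control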
TDP2 inh – TDP2 (human) inhibition, absorbance primary screen; O95551; recombinant TDP2, T5PNP hydrolysis, p-nitrophenol absorbance 415 nm; inhibition, % at 12.8 µM; 370,000 compounds, 0.34% hits; AID 720702;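 active = inhibition above the mean of all tested compounds plus 3 SD, set per campaign, cut at about 25% in these data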;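 note: 0% = DMSO with enzyme and 100% = buffer with substrate but no TDP2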
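Test system: Human TDP2 enzyme | Reagent: 5 mM T5PNP | Compound dosing: 12.8 µM single point, 1% DMSO | Incubation: Enzyme reaction with compound for 2 h at 37 °C | Technique: p-Nitrophenol epi absorbance | Read-out: % inhibition relative to enzyme-containing and enzyme-free wells | Benchmarks: High control without enzyme, low control DMSO plus TDP2 | Replicates: Singlicate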
UHRF1 MBD2 ctr – human UHRF1 methylated DNA binding inhibitors; UHRF1 binding to methylated oligo, TR-FRET; 370,000 compounds, 0.75% hits; Q96T88; inhibition, % at 4.4 µM; in the data active = inhibition above about 21%;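 note: UHRF1 SRA domain binding a hemimethylated CpG hairpin DNA probe; 0% = median of test compound wells and 100% = reference inhibitor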
Tn6 DDE FP – disrupts Tn6 cyclic peptide binding to fibrin D-Dimer-E complex | Fibrin DD(E) TRITC-Tn6 fluorescence polarization displacement | inhibition, % at 8.3 µM | 370,000 compounds, 0.21% hits | AID 720509;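 active = inhibition above a per-campaign cutoff: mean of compounds within control limits plus 3 SD, cut at about 15% in these data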;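 note: 0% = median of all compound wells on the plate and 100% = blocking peptide control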
Target sequence (P02675 whole entry, looked up): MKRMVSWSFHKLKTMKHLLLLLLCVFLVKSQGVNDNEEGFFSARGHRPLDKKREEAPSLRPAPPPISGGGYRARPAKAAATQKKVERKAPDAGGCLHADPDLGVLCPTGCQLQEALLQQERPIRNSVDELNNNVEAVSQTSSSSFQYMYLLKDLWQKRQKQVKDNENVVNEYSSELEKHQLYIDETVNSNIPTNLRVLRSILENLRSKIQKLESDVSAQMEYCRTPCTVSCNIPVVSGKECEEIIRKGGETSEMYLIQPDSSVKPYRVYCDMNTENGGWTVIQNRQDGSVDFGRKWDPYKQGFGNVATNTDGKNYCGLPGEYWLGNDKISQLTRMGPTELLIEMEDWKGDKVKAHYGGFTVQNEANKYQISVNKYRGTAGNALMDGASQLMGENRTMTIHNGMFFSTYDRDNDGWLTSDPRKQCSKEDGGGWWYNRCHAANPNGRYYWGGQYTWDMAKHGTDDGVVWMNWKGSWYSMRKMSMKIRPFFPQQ
LEDGF integ inh – blocks HIV-1 LEDGF/p75-dependent DNA integration; inhibition, % at 3.7 µM; TR-FRET IN-LEDGF/p75 DNA integration, Eu/Cy5; AID 743269; 370,000 compounds, 0.64% hits;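 active = inhibition above the screen-wide mean plus 3 SD, cut at about 13% in these data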;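 note: signal is the Cy5 over europium emission ratio at 671 and 618 nm; 0% = plate median of compound wells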
KLK7 zymogen act – activators of human kallikrein-7 zymogen | purified proKLK7, EDANS-DABCYL substrate fluorescence; 100% is mature enzyme control, 0% vehicle | activation, % at 7 µM | 370,000 compounds, 0.9% hits | AID 652039;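 active = activation above the mean of all tested compounds plus 3 SD, computed per campaign excluding outliers beyond control limits, cut at about 13% in these data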
Target sequence (P49862 whole entry, looked up): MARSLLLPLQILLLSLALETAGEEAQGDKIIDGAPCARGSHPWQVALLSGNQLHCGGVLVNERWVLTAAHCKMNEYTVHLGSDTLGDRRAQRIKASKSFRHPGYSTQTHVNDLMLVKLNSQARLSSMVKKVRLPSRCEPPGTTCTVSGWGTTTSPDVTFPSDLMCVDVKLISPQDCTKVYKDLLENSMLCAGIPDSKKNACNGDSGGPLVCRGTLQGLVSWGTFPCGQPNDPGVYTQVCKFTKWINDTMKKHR
PRMT1 FP inh – PRMT1 (human) inhibition, primary screen; recombinant PRMT1, activity-based probe fluorescence polarization; AID 652257; 370,000 compounds, 1.3% hits; Q99873; inhibition, % at 2.79 µM;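 active = inhibition above about 21% made by adding two undisclosed values, limit read from the data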
Target sequence (Q99873 whole entry, looked up): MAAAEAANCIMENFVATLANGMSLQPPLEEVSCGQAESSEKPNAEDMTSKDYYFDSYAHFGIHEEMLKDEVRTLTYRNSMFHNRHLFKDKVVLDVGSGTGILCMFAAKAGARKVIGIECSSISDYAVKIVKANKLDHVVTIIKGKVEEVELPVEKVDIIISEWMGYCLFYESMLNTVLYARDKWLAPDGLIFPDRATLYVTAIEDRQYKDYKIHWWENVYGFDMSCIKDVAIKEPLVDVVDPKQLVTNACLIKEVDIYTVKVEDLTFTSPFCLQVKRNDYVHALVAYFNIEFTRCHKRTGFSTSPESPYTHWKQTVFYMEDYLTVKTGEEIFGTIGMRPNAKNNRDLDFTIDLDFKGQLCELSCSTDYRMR
Tn7 DDE FP – inhibitors of Tn7 peptide binding to human fibrin DD(E) | P02675 | FP displacement of FITC-Tn7 peptide from fibrin DD(E); 0% = median of compound wells per plate | inhibition, % at 8.3 µM | 370,000 compounds, 0.13% hits | AID 720508;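 active = inhibition above the mean of compounds falling within the control limits plus 3 SD of them, cut at about 14% in these data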;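 note: 0% = plate median of compound wells and 100% = 10 µM Aha-Tn7 peptide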
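Assay system: Human fibrin DD(E) protein | Medium: Tris buffer with calcium and detergent, pH 7.8 | Reagent: 0.1 µM fluorescent Tn7 | Compound dosing: Single point at 8.3 µM | Times: 10 min preincubation, 3 h with tracer, room temperature | Detection: Fluorescence polarization of the labelled Tn7 tracer | Controls: Aha-Tn7 high control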
SIAE primary – human SIAE inhibition, primary screen. Q9HAT2. SIAE FP-Rh probe binding, fluorescence polarization. inhibition, % at 9.66 µM. 370,000 compounds, 0.69% hits;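 active = inhibition above a cutoff: mean of compounds within the control limits plus 3 SD of those, cut at about 17% in these data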;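 note: 0% = plate median of compound wells and 100% = probe without SIAE protein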
MBD2 DNA inh – MBD2-methylated oligo binding inhibition; 370,000 compounds, 0.31% hits; TR-FRET, MBD2 binding to methylated oligonucleotide; inhibition, % at 4.4 µM; in the data active = inhibition above about 13%
Active calls of the source: *. Rows are unselected. Share with any hit: about 4.6%.

O=C1C(C2=NC(c3ccccn3)C3C(=O)N(c4ccc(Cl)cc4Cl)C(=O)C23)=C(O)c2ccccc21 (stereo unspecified) was read as TCR CD3 inh -4.0, TDP2 inh -6.8, UHRF1 MBD2 ctr 0.9, Tn6 DDE FP -1.3, LEDGF integ inh -2.4, KLK7 zymogen act 0.6, PRMT1 FP inh 1.2, Tn7 DDE FP -2.3, SIAE primary -0.6 and MBD2 DNA inh 0.2.
For CC(=O)c1ccc(S(=O)(=O)Nc2ccc(C(=O)N3CCC3)cc2)cc1 the results were TCR CD3 inh 1.5, TDP2 inh -4.0, UHRF1 MBD2 ctr 1.8, Tn6 DDE FP 4.0, LEDGF integ inh 0.9, KLK7 zymogen act -0.6, PRMT1 FP inh -8.6, Tn7 DDE FP -0.9, SIAE primary -2.9 and MBD2 DNA inh -0.6.
Screening COc1ccccc1NC(=O)c1cc(OC)c(OC)cc1[N+](=O)[O-] returned TCR CD3 inh 4.7, TDP2 inh 10.2, UHRF1 MBD2 ctr -1.4, Tn6 DDE FP -5.7, LEDGF integ inh 5.1, KLK7 zymogen act 1.0, PRMT1 FP inh -1.7, Tn7 DDE FP -9.2, SIAE primary 1.2 and MBD2 DNA inh -3.9.
Screening Cc1cc(C)c2c(n1)sc1c(=O)n(-c3ccccc3)c(=O)[nH]c12 returned TCR CD3 inh 3.7, TDP2 inh -6.0, UHRF1 MBD2 ctr -1.5, Tn6 DDE FP -4.1, LEDGF integ inh -2.2, KLK7 zymogen act -3.4, PRMT1 FP inh 0.2, Tn7 DDE FP -0.3, SIAE primary -1.2 and MBD2 DNA inh 1.8.
`CS(=O)(=O)N(CC(=O)Nc1ccccc1Sc1ccccc1)c1cccc(Br)c1` gave TCR CD3 inh 4.8, TDP2 inh 5.8, UHRF1 MBD2 ctr -1.1, Tn6 DDE FP 1.1, LEDGF integ inh -2.5, KLK7 zymogen act -0.4, PRMT1 FP inh -2.9, Tn7 DDE FP 3.2, SIAE primary -13.7 and MBD2 DNA inh 0.4.
`C=CCN(Cc1cccc(OC)c1OC)C(=O)Oc1ccccc1` gave TCR CD3 inh -4.1, TDP2 inh 0.0, UHRF1 MBD2 ctr 1.1, Tn6 DDE FP -2.2, LEDGF integ inh 5.1, KLK7 zymogen act 0.3, PRMT1 FP inh -3.3, Tn7 DDE FP -4.4, SIAE primary -7.3 and MBD2 DNA inh -4.7.
CC1C(C#N)=C(N)OC2=C1C(=O)CCC2 (stereo unspecified) was read as TCR CD3 inh -2.5, TDP2 inh 5.1, UHRF1 MBD2 ctr 2.8, Tn6 DDE FP 3.5, LEDGF integ inh 0.2, KLK7 zymogen act 0.7, PRMT1 FP inh -0.2, Tn7 DDE FP 4.3, SIAE primary 2.3 and MBD2 DNA inh -1.0.
`Cc1cc(C)c2cc(C)c(SCC(=O)NCc3ccco3)nc2c1` gave TCR CD3 inh -4.5, TDP2 inh -5.7, UHRF1 MBD2 ctr 3.1, Tn6 DDE FP 0.4, LEDGF integ inh -1.2, KLK7 zymogen act -0.1, PRMT1 FP inh 1.8, Tn7 DDE FP -1.0, SIAE primary -6.3 and MBD2 DNA inh -1.3.
O=C(c1cccc(Cl)c1)N1CCN(c2ccccn2)CC1 was read as TCR CD3 inh 7.7, TDP2 inh 2.1, UHRF1 MBD2 ctr 0.3, Tn6 DDE FP -2.8, LEDGF integ inh -1.5, KLK7 zymogen act 0.6, PRMT1 FP inh -2.4, Tn7 DDE FP 1.6, SIAE primary 3.0 and MBD2 DNA inh -4.4.
Cn1c(CCN2CCCCC2)nc2cc(NS(=O)(=O)c3ccc(F)cc3)ccc21 was read as TCR CD3 inh 2.9, TDP2 inh -4.2, UHRF1 MBD2 ctr 0.6, Tn6 DDE FP -2.1, LEDGF integ inh -2.2, KLK7 zymogen act -17.6, PRMT1 FP inh -1.2, Tn7 DDE FP -4.1, SIAE primary 1.2 and MBD2 DNA inh -0.9.
COCCN1C(=O)/C(=C/c2cc3c(cc2Br)OCO3)NC1=S was read as TCR CD3 inh -3.8, TDP2 inh -4.1, UHRF1 MBD2 ctr 0.7, Tn6 DDE FP -4.4, LEDGF integ inh -2.9, KLK7 zymogen act -0.1, PRMT1 FP inh 4.3, Tn7 DDE FP 11.2, SIAE primary 1.5 and MBD2 DNA inh 1.4.
For CCCCC(=O)Nc1ccc(S(=O)(=O)Nc2nccc(C)n2)cc1 the results were TCR CD3 inh 0.0, TDP2 inh 8.7, UHRF1 MBD2 ctr -3.3, Tn6 DDE FP -1.8, LEDGF integ inh -1.5, KLK7 zymogen act -0.3, PRMT1 FP inh 1.1, Tn7 DDE FP 3.0, SIAE primary -0.1 and MBD2 DNA inh -6.1.
`Cc1ccccc1Nc1nc2nonc2nc1N1CCOCC1` gave TCR CD3 inh 2.5, TDP2 inh 2.4, UHRF1 MBD2 ctr 2.5, Tn6 DDE FP -7.4, LEDGF integ inh -0.8, KLK7 zymogen act -0.6, PRMT1 FP inh 0.1, Tn7 DDE FP 7.4, SIAE primary -4.4 and MBD2 DNA inh -0.5.
Screening Cn1c(Cc2ccccc2)nnc1SCC(=O)NCCc1ccccc1 returned TCR CD3 inh -4.4, TDP2 inh -12.8, UHRF1 MBD2 ctr 1.9, Tn6 DDE FP 7.8, LEDGF integ inh 5.4, KLK7 zymogen act 0.4, PRMT1 FP inh -3.3, Tn7 DDE FP 0.6, SIAE primary -1.2 and MBD2 DNA inh -3.7.
Screening O=C(CS(=O)(=O)c1ccc(Cl)c(Cl)c1)Nc1ccccc1Cl returned TCR CD3 inh -2.6, TDP2 inh -5.0, UHRF1 MBD2 ctr 0.1, Tn6 DDE FP 3.8, LEDGF integ inh -1.5, KLK7 zymogen act -0.1, PRMT1 FP inh 3.0, Tn7 DDE FP 0.3, SIAE primary -5.5 and MBD2 DNA inh 1.8.
For CCOC(=O)c1c(-c2ccccc2)oc2cc(Br)c(O)c(C=O)c12 the results were TCR CD3 inh 3.6, TDP2 inh -13.0, UHRF1 MBD2 ctr -4.8, Tn6 DDE FP 4.8, LEDGF integ inh 3.9, KLK7 zymogen act -3.4, PRMT1 FP inh 0.3, Tn7 DDE FP 1.5, SIAE primary 2.9 and MBD2 DNA inh -8.2.
`O=C(/C=C/c1ccc(Br)o1)OCc1ccccc1` gave TCR CD3 inh -0.2, TDP2 inh 3.6, UHRF1 MBD2 ctr -2.0, Tn6 DDE FP -1.0, LEDGF integ inh -0.1, KLK7 zymogen act 1.1, PRMT1 FP inh -0.7, Tn7 DDE FP -2.8, SIAE primary 1.7 and MBD2 DNA inh -3.0.
`COc1cccc(CNC(=O)C2CCC(=O)N(CC3CCCCC3)C2)c1OC` (stereo unspecified) gave TCR CD3 inh -10.4, TDP2 inh 1.9, UHRF1 MBD2 ctr 2.3, Tn6 DDE FP 5.0, LEDGF integ inh -3.0, KLK7 zymogen act 0.1, PRMT1 FP inh 1.5, Tn7 DDE FP 0.3, SIAE primary 3.0 and MBD2 DNA inh 1.9.
Screening CC(C)(C)c1ccc(-c2nc3c(C#N)c(-c4ccc5c(c4)OCO5)ccn3n2)cc1 returned TCR CD3 inh 10.4, TDP2 inh -12.1, UHRF1 MBD2 ctr -1.7, Tn6 DDE FP -9.0, LEDGF integ inh -3.0, KLK7 zymogen act -0.8, PRMT1 FP inh -3.5, Tn7 DDE FP -2.8, SIAE primary 0.6 and MBD2 DNA inh -2.4.
CCOC(=O)[C@@H]1[C@H]2COc3ccc(Br)cc3[C@@H]2N2C(=O)N(c3ccc(F)cc3)C(=O)[C@@]12C was read as TCR CD3 inh -1.8, TDP2 inh 1.2, UHRF1 MBD2 ctr 0.6, Tn6 DDE FP -6.3, LEDGF integ inh 1.9, KLK7 zymogen act 0.0, PRMT1 FP inh 3.0, Tn7 DDE FP 2.1, SIAE primary -0.7 and MBD2 DNA inh 4.2.
`CC(NCc1ccc(-c2ccccc2)cc1)C(O)c1ccccc1` (stereo unspecified) gave TCR CD3 inh -2.5, TDP2 inh 6.8, UHRF1 MBD2 ctr 5.1, Tn6 DDE FP -0.6, LEDGF integ inh 0.5, KLK7 zymogen act -0.2, PRMT1 FP inh -1.1, Tn7 DDE FP 2.9, SIAE primary -0.8 and MBD2 DNA inh 5.3.
Cc1ccc(-c2nc3s/c(=C\c4ccco4)c(=O)n3n2)cc1 was read as TCR CD3 inh 12.0, TDP2 inh -4.4, UHRF1 MBD2 ctr 30.3*, Tn6 DDE FP -8.5, LEDGF integ inh 11.6, KLK7 zymogen act -0.1, PRMT1 FP inh 28.2*, Tn7 DDE FP -5.8, SIAE primary -5.7 and MBD2 DNA inh 14.5*.
Screening CCOc1cc(C(=S)N2CCCC2)ccc1O returned TCR CD3 inh -10.4, TDP2 inh 5.7, UHRF1 MBD2 ctr -0.9, Tn6 DDE FP -3.5, LEDGF integ inh -6.0, KLK7 zymogen act -0.3, PRMT1 FP inh 6.7, Tn7 DDE FP 4.3, SIAE primary -7.0 and MBD2 DNA inh 5.7.
For Cc1cnc(C(=O)OCC(=O)Nc2ccc(C)c(S(=O)(=O)N(C)C)c2)cn1 the results were TCR CD3 inh 4.5, TDP2 inh -4.0, UHRF1 MBD2 ctr 1.4, Tn6 DDE FP -1.1, LEDGF integ inh 2.2, KLK7 zymogen act -0.5, PRMT1 FP inh -5.4, Tn7 DDE FP -5.9, SIAE primary 0.8 and MBD2 DNA inh -1.0.
`O=c1[nH]c2cc3c(cc2cc1CN(CCc1ccccc1)Cc1nnnn1CC1CCCO1)OCO3` (stereo unspecified) gave TCR CD3 inh 4.3, TDP2 inh 1.0, UHRF1 MBD2 ctr 1.9, Tn6 DDE FP -4.1, LEDGF integ inh 0.6, KLK7 zymogen act 0.9, PRMT1 FP inh -4.6, Tn7 DDE FP 0.4, SIAE primary 3.5 and MBD2 DNA inh 0.3.
For Nc1ccc(NS(=O)(=O)c2ccccc2)cc1 the results were TCR CD3 inh 6.2, TDP2 inh 0.1, UHRF1 MBD2 ctr 0.6, Tn6 DDE FP -4.5, LEDGF integ inh -1.0, KLK7 zymogen act -0.7, PRMT1 FP inh 0.3, Tn7 DDE FP -2.9, SIAE primary 6.0 and MBD2 DNA inh -2.0.

Of the compounds above, two contain an NH in an aromatic ring.
Screening Cc1cc(C)c2c(n1)sc1c(=O)n(-c3ccccc3)c(=O)[nH]c12 returned TCR CD3 inh 3.7, TDP2 inh -6.0, UHRF1 MBD2 ctr -1.5, Tn6 DDE FP -4.1, LEDGF integ inh -2.2, KLK7 zymogen act -3.4, PRMT1 FP inh 0.2, Tn7 DDE FP -0.3, SIAE primary -1.2 and MBD2 DNA inh 1.8.
`O=c1[nH]c2cc3c(cc2cc1CN(CCc1ccccc1)Cc1nnnn1CC1CCCO1)OCO3` (stereo unspecified) gave TCR CD3 inh 4.3, TDP2 inh 1.0, UHRF1 MBD2 ctr 1.9, Tn6 DDE FP -4.1, LEDGF integ inh 0.6, KLK7 zymogen act 0.9, PRMT1 FP inh -4.6, Tn7 DDE FP 0.4, SIAE primary 3.5 and MBD2 DNA inh 0.3.
